Dynein cargo inh = blocks dynein driven cargo transport along microtubules; 3617.4 mouse cells, GR-EGFP nuclear translocation imaging; test concentration mostly 20 µM; stimulated with dexamethasone, 1 µM; active compounds read low; 0.47% of 220,000 active; AID 1381; z-score, hits read low;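 active = plate z-score of nuclear minus cytoplasmic receptor signal below a set negative limit, without overly bright fluorescence or cell loss, cut at about -3.5 in these data, passing the limit was not always enough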;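 also: z-score of nuclear minus cytoplasmic ring GR-EGFP intensity difference per well; some compounds called inactive have numbers as strong as hits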
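Buffer or medium: tet-free medium with charcoal-stripped serum / Also added: dexamethasone agonist, 1.0 µM final, for 30 min / Timing: induction 48 h, compound 1 h, agonist 30 min / Measured by: high-content fluorescence imaging after fixation / Read-out: nuclear-to-cytoplasmic GR-EGFP distribution per well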
Yfh1-depleted yeast = enhancers of respiration in Yfh1-depleted yeast, dose response, Friedreich's ataxia, plus single-dose screen (AID 1465); fold induction at 50 µM, or EC50 in µM where a hit was titrated; S. cerevisiae Yfh1-off respiration, WST-1 reduction, 72 h; higher fold induction means a stronger effect; 0.074% of 220,000 active;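 active = fold induction of absorbance versus untreated yeast above a set limit, then at least 30% activation at any dose in follow-up; inconclusive = repeats straddling the limit, or above it without dose testing; inactive = fold induction below the set limit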;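 also: activators that raise dye reduction in frataxin-depleted yeast; strong numbers were not always called active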
Autophagy HCS = autophagy modulation, high-content screen; MEF GFP-LC3 puncta imaging; test concentration mostly 10 µM; 0.98% of 190,000 active; AID 463193; calls only at 10 µM (by protocol);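 active = percentage of spot-positive cells more than 3 SD above its plate mean, without a fluorescence outlier flag or 80% toxicity; inconclusive = no clear call, values can overlap the other calls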;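 also: spot-positive cell cutoff set from DMSO-treated cells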
WT yeast gro inh = growth inhibition of WT yeast, mitochondrial fusion screen | mitochondrial fusion phenotypic screen, WT strain | inhibition, % at 10 µM | 2.1% of 190,000 active; in the data active = inhibition above about 58%; tested in S. cerevisiae
MT stabilize HCS = microtubule stabilization, imaging screen; HeLa tubulin immunostaining HCS, 24 h; share of cells brighter than vehicle mean+2SD; % tubulin-high responders, % at 10 µM; AID 2205; 0.83% of 200,000 active;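 active = plate Z-score above 3 for both tubulin-high and condensed-nucleus cell shares, with cell loss under 80%, at 10 µM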;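 also: anti alpha tubulin signal scored within the nucleus-defined area of each cell; some results filed as inactive read as strong as hits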
HIV peptide binding = inhibitors of HIV fusion peptide binding, primary screen, biochemical, uHTS, fluorescence dequenching (AID 1986) | cell-free peptide binding, fluorescence dequenching, 30 min; higher % means a stronger effect | one-dose inhibition, % at 20 µM; IC50 in µM for titrated hits | 0.3% of 290,000 active; in the data active = inhibition mostly above about 52%, no sharp cut-off; inactive = mostly below about 76%; also: some results filed as inactive read as strong as hits
Insulin prom up = MIN6 insulin promoter up-regulation; MIN6 insulin promoter-GFP reporter, high-content imaging; active compounds read high; z-score at 5 µM; 0.3% of 190,000 active;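 active = z-score above 3 at 5 µM with at least 500 cells counted in the well; inconclusive = wells under 500 cells, flagged as cytotoxic or low count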
AID2073 = disruptors of CaV2.2 binding to Mint1 – biochemical, HTRF (AID 2073); one-dose inhibition, % at 20 µM; IC50 in µM for titrated hits; HTRF protein-protein interaction, Mint1-CaV2.2; higher % means a stronger effect; 0.19% of 290,000 active; in the data active = inhibition mostly above about 51%, no sharp cut-off; inconclusive = no clear call, values can overlap the other calls; inactive = mostly below about 53%; also: some results filed as inactive read as strong as hits
bCat nuc transl = modulators of beta-catenin nuclear translocation | HeLa beta-catenin nuclear translocation, immunofluorescence imaging | nuclear translocation activity, % at 5 µM | 0.3% of 190,000 active;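 active = nuclear translocation activity above 50% at 5 µM, with a well cell count of 50 or more; inconclusive = wells under 50 cells across six images, flagged as toxic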;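 also: per-cell ratio of nuclear to cytoplasmic median beta-catenin stain intensity; plate controls were DMSO negative control for no effect and GSK-3 inhibitor IX positive control for full effect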
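System: HeLa cells, endogenous beta-catenin; compound dosing: 5 µM primary single dose, 0.1% DMSO, 0.02–20 µM confirmation series; incubation: 24 h compound exposure at 37°C, 5% CO2; signal: beta-catenin immunofluorescence imaging with DAPI; evaluation: % activation, nuclear-to-cytoplasmic median beta-catenin signal ratio per cell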
WT yeast gro inh mutant strain = further read-out of WT yeast gro inh, marked with its call; inhibition, %; mitochondrial fusion phenotypic screen, mutant strain inhibition
Dynein cargo inh cytoplasmic EGFP = second read-out of Dynein cargo inh, no call of its own (marks repeat the call); z-score; measured here: cytoplasmic GR-EGFP intensity; active compounds read high
Dynein cargo inh nuclear GR-EGFP = recorded beside Dynein cargo inh, whose call it bears; z-score; measured here: nuclear GR-EGFP intensity;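 lower value marks the stronger effect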
Dynein cargo inh cell count = second read-out of Dynein cargo inh, no call of its own (marks repeat the call); z-score; measured here: cell count per field
Insulin prom up cell count = also measured in Insulin prom up; calls as there; cell count; measured here: cytotoxicity, nuclei count;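 total cells summed across four imaged fields per well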
bCat nuc transl cell count 5 µM = also measured in bCat nuc transl; calls as there; cell count; measured here: cell count, cytotoxicity flag
MT stabilize HCS Hoechst-high % = further read-out of MT stabilize HCS, marked with its call; % Hoechst-high responders; measured here: nuclear condensation Hoechst responders;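 share of cells brighter than vehicle mean plus two SD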
MT stabilize HCS cytotoxicity % = also measured in MT stabilize HCS; calls as there; toxicity, %; measured here: cytotoxicity by cell density;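 0% = mean cell density of plate MIN control wells and 100% = no cells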
Autophagy HCS cell loss 18 h = recorded beside Autophagy HCS, whose call it bears; toxicity, %; measured here: cell loss, nuclei count;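 cell loss after 18 h compound exposure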
Active calls of the source: *; i = inactive; u = inconclusive; x = no result given. An unsorted share of the library. About 4.2% of those tested had a hit in this group.

1. COC(=O)c1nnn(CC(=O)NC(=O)Nc2ccccc2)c1C(=O)OC
2. O=C(Nc1ccccc1)NC1(C(=O)N2CCN(c3ncccn3)CC2)CCCCC1
3. Cc1cccc(-c2cc3nc(-c4ccccc4)cc(N4CCC5(CC4)OCCO5)n3n2)c1
4. Cn1c(=O)c(C(=O)CSc2ccccc2)c(N)n(Cc2ccccc2)c1=O
5. COc1ccc(-c2csc(=Nc3ccccc3)n2CCO)cc1
6. O=C(COC(=O)/C=C/c1cn(-c2ccccc2)nc1-c1ccc2c(c1)OCCO2)NC1CCS(=O)(=O)C1 (stereo not drawn)
7. Cc1ccc(NC(=O)CCCN2C(=O)c3cccc4cccc(c34)C2=O)cc1
8. Oc1c(C(c2ccco2)N2CCC3(CC2)OCCO3)sc2ncnn12 (stereo not drawn)

assay / compound	1	2	3	4	5	6	7	8
AID2073	-2%	0%	u	16%	-7%	44%	-4%	20%
MT stabilize HCS cytotoxicity %	7.0	6.7	7.0	2.3	5.3	x	1.9	2.5
Dynein cargo inh cell count	0.9	0.41	-0.55	0.22	0.15	0.43	0.12	0.047
WT yeast gro inh mutant strain	-11	-1	18	1	-15	x	5	-4
Autophagy HCS cell loss 18 h	-1	6	1	-13	-37	x	8	4
Autophagy HCS	i	i	i	i	i	x	i	i
Yfh1-depleted yeast	i	i	i	i	i	i	i	i
Dynein cargo inh cytoplasmic EGFP	-0.33	-0.21	-0.27	0.15	-0.29	-0.77	-0.17	-0.19
Dynein cargo inh	-0.48	-0.48	-0.074	0.051	-0.83	-0.94	0.021	-0.37
WT yeast gro inh	-10	-13	35	0	20	x	18	-1
MT stabilize HCS	2.6	5.5	3.2	3.0	2.9	x	1.9	6.8
bCat nuc transl	-2.8	-17	-0.7	-0.1	1.2	-0.2	0.8	-2.7
Dynein cargo inh nuclear GR-EGFP	-0.56	0.17	-0.1	0.31	0.37	-0.8	0.17	-0.19
Insulin prom up	0.02	-0.03	-0.66	0.63	-0.36	-0.63	0.14	0.66
HIV peptide binding	1.6%	9.4%	-1.5%	-1.0%	1.4%	2.6%	0.9%	0.2%
MT stabilize HCS Hoechst-high %	2.1	2.4	1.6	1.7	2.0	x	2.5	2.0
bCat nuc transl cell count 5 µM	638	987	1005	1209	563	1380	1045	1218
Insulin prom up cell count	1204	1041	809	1342	1202	1071	1485	1061

9. Cc1ccc(C#N)c(SCC(=O)Nc2nccs2)n1
10. N#C/C(=C/c1ccc2c(c1)OCO2)C(=O)Nc1ccc(O)cc1
11. CCOc1cc(CNC(CC)CO)ccc1OCC(=O)Nc1cccc(C(F)(F)F)c1 (stereo not drawn)
12. CCOC(=O)c1c(-n2cccc2)sc2c1CCCC2=O
13. COC(=O)c1ccc(CSc2nnc(-c3ccccc3)n2C)o1
14. Cc1ccc(S(=O)(=O)NNC(=O)Cc2cccn2C)cc1
15. COC(=O)c1c(O)cc(C(C)(C)C)n(-c2ccc(F)cc2)c1=O
16. Cc1nn(CC(=O)Nc2ccc(C(C)C)cc2)c(C)c1[N+](=O)[O-]

assay / compound	9	10	11	12	13	14	15	16
AID2073	12%	1%	-3%	-3%	u	2%	37%	-11%
MT stabilize HCS cytotoxicity %	6.7	0.6	6.6	6.5	7.7	7.9	3.9	4.3
Dynein cargo inh cell count	1.5	0.49	-0.51	0.23	0.58	-0.38	-0.037	0.4
WT yeast gro inh mutant strain	12	-3	-1	0	1	9	-1	-1
Autophagy HCS cell loss 18 h	8	-6	2	-1	10	-6	2	22
Autophagy HCS	i	i	i	i	i	i	i	i
Yfh1-depleted yeast	i	i	i	i	i	i	i	i
Dynein cargo inh cytoplasmic EGFP	-0.14	-0.32	-0.18	-0.23	-0.17	-0.22	-0.24	-0.26
Dynein cargo inh	-0.85	-0.19	-0.49	-0.52	-0.39	0.9	0.33	-0.28
WT yeast gro inh	25	7	1	5	-24	-13	-14	7
MT stabilize HCS	3.5	5.5	5.4	0.8	2.2	2.9	2.6	2.4
bCat nuc transl	1.6	0.1	-5.3	0.7	-1.5	-3.8	-2.5	-3.5
Dynein cargo inh nuclear GR-EGFP	0.19	0.09	0.33	0.0019	-0.32	0.73	0.59	-0.018
Insulin prom up	0.06	0.91	0.26	-0.1	-0.3	0.31	0.01	0.74
HIV peptide binding	-2.9%	-1.2%	-2.3%	7.7%	-0.7%	1.0%	5.6%	0.2%
MT stabilize HCS Hoechst-high %	1.9	4.2	2.4	1.4	2.5	2.0	2.0	1.5
bCat nuc transl cell count 5 µM	1392	968	1186	925	1100	1137	1040	1092
Insulin prom up cell count	1400	1556	1560	1228	1354	1273	1325	1505

Full records, looked up by structure.
CCOC(=O)c1c(-n2cccc2)sc2c1CCCC2=O is listed with AID2073 = -3%; MT stabilize HCS cytotoxicity % = 6.5; Dynein cargo inh cell count = 0.23; WT yeast gro inh mutant strain = 0; Autophagy HCS cell loss 18 h = -1; Autophagy HCS = i; Yfh1-depleted yeast = i; Dynein cargo inh cytoplasmic EGFP = -0.23; Dynein cargo inh = -0.52; WT yeast gro inh = 5; MT stabilize HCS = 0.8; bCat nuc transl = 0.7; Dynein cargo inh nuclear GR-EGFP = 0.0019; Insulin prom up = -0.1; HIV peptide binding = 7.7%; MT stabilize HCS Hoechst-high % = 1.4; bCat nuc transl cell count 5 µM = 925; Insulin prom up cell count = 1228
N#C/C(=C/c1ccc2c(c1)OCO2)C(=O)Nc1ccc(O)cc1 is listed with AID2073 = 1%; MT stabilize HCS cytotoxicity % = 0.6; Dynein cargo inh cell count = 0.49; WT yeast gro inh mutant strain = -3; Autophagy HCS cell loss 18 h = -6; Autophagy HCS = i; Yfh1-depleted yeast = i; Dynein cargo inh cytoplasmic EGFP = -0.32; Dynein cargo inh = -0.19; WT yeast gro inh = 7; MT stabilize HCS = 5.5; bCat nuc transl = 0.1; Dynein cargo inh nuclear GR-EGFP = 0.09; Insulin prom up = 0.91; HIV peptide binding = -1.2%; MT stabilize HCS Hoechst-high % = 4.2; bCat nuc transl cell count 5 µM = 968; Insulin prom up cell count = 1556

Screen by screen, from the results shown.
Nos. 2 to 5 in bCat nuc transl: -17, -0.7, -0.1, 1.2

(cont.)
17. C/C(=C(\C#N)C(=O)NCCN1CCOCC1)N(C)C
18. COc1cccc(NC(=S)N2CCn3c(nc4ccccc43)C2)c1
19. O=C(CCCOc1ccc(Cl)cc1Cl)N1CCCc2ccccc21
20. CCOC(=O)Cc1c[nH]c2ccccc12
21. NCCCC[C@H]1CNC(=S)N1CCCCC1CCCCC1
22. Cc1ccc(NC(=O)COc2ccccc2CNC(C)(C)CC(C)(C)C)cc1
23. O=C(NCC1CCCCC1)C1CCN(C(=O)NC2CCCCC2)CC1
24. COc1ccc(C2CC(C)=NN2C=O)cc1OC (stereo not drawn)
25. O=C(CN1C(=O)NC2(CCCC2)C1=O)Nc1ccccc1-c1ccccc1
26. CCn1c(-c2cccc(S(=O)(=O)N3CCCC3)c2)n[nH]c1=S
27. CC(c1ccccc1F)n1cc(C(=O)NCCc2ccco2)nn1 (stereo not drawn)

assay / compound	17	18	19	20	21	22	23	24	25	26	27
AID2073	6%	-21%	0%	-13%	3%	2%	-6%	2%	-4%	-22%	-9%
MT stabilize HCS cytotoxicity %	9.8	8.7	8.1	6.1	11	7.3	3.5	9.3	x	x	3.7
Dynein cargo inh cell count	0.18	0.55	0.76	-1.3	0.51	-0.18	-0.38	-0.17	0.31	-0.46	0.85
WT yeast gro inh mutant strain	31	1	52*	5	14	16	12	15	x	x	1
Autophagy HCS cell loss 18 h	8	6	1	-13	-2	20	-1	21	x	x	-1
Autophagy HCS	i	i	i	i	i	i	i	i	x	x	i
Yfh1-depleted yeast	i	i	i	i	i	i	i	i	i	i	i
Dynein cargo inh cytoplasmic EGFP	-0.19	-0.33	-0.25	-0.15	-0.26	0.21	-0.13	-0.16	-0.86	-0.78	-0.42
Dynein cargo inh	-0.7	0.12	-0.8	1.2	-0.47	0.64	0.079	-0.33	0.082	-0.2	-0.57
WT yeast gro inh	17	-6	75*	26	4	35	0	-28	x	x	8
MT stabilize HCS	4.6	5.1	2.5	1.8	3.0	1.7	6.2	1.6	x	x	5.7
bCat nuc transl	8.6	-1.1	x	4.7	2.3	0.0	-2.1	2.3	0.7	0.9	-4.4
Dynein cargo inh nuclear GR-EGFP	0.0046	0.25	-0.3	0.82	-0.015	0.52	0.34	-0.25	-0.29	-0.31	-0.42
Insulin prom up	0.27	0.9	0.73	0.46	-2.1	-0.56	-0.01	0.62	0.1	-0.76	-0.8
HIV peptide binding	2.1%	-2.3%	3.4%	3.5%	0.8%	-0.9%	-1.0%	-0.6%	-0.1%	-0.1%	0.4%
MT stabilize HCS Hoechst-high %	3.2	1.7	1.7	1.9	2.0	1.4	3.1	1.6	x	x	5.5
bCat nuc transl cell count 5 µM	1071	1055	x	1288	1112	1086	1176	1415	1349	1290	919
Insulin prom up cell count	1186	1138	922	1434	990	875	1217	1356	864	1094	1490

Screening results (PubChem)
